Compound activity as filed in PubChem.
PI4K2A inh: PI4K2A (human) kinase inhibition | AID 1346378 | Q9BTU6 | hit rate 0.13% among 420,000 | purified PI4K2A, ADP-Glo luminescence, 1 h; stronger effect = lower value | activity change, negative = inhibition, % at 76.9 µM; in the data active means activity change below about -50%; inconclusive means mostly about -30% to -49%;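 further: -100% = wells without enzyme as full effect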
Target sequence (Q9BTU6 whole entry, looked up): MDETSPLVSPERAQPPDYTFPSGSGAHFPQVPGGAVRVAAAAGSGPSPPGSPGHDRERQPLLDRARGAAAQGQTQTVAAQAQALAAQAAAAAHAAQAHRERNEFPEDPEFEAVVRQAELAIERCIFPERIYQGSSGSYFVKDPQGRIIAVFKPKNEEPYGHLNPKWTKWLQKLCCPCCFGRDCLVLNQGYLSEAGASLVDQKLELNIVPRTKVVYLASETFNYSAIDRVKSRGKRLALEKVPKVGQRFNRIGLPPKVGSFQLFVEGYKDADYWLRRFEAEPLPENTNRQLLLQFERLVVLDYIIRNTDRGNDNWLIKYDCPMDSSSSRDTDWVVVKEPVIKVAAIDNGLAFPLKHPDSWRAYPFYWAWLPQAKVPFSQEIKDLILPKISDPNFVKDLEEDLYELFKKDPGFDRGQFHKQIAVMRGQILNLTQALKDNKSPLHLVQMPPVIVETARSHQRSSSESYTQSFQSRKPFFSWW
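ADP-Glo luminescence measured ADP generated by PI4K2A enzyme (4 ug/mL before mixing) with 1.2 mM PI substrate (pre-mix) and 300 microM ATP (pre-mix). Tris pH7.5 buffer with MgCl2, Triton X-100; 1 h reaction at ambient temperature.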
The depositor's hits bear a star; ? = inconclusive.

SMILES | PI4K2A inh
COCCNc1ncnc2c1ncn2[C@H]1CN(Cc2ccc3c(c2)OCO3)C[C@@H](CO)O1 | -2.9
CC(C)CNC(=O)OCc1cn(Cc2ccccc2)nn1 | -1.0
COc1cccc(C(NC(C)=O)c2nc(-c3ccc(F)cc3OC)cs2)c1 (stereo unspecified) | 3.8
Cc1cc(Br)cn2c(Cc3ccccc3)c(C3CCCCC3)nc12 | 2.7
C[C@@H](c1ccccc1)N1C[C@H](COCc2ccccc2)Oc2cc(N3CC[C@H](N(C)C)C3)ccc2S1(=O)=O | 5.2
CC1(C(=O)NCc2ccccc2)CSCC(=O)N1CCOc1ccccc1 (stereo unspecified) | -2.9
COc1ccccc1CNC(=O)C[C@H]1CC[C@H]2[C@@H](COc3ccc(NC(=O)Nc4ccccc4)cc3C(=O)N2C)O1 | 1.2
OC[C@@H]1CN(Cc2ccc(Cl)cc2)C[C@H](n2cnc3c(NC4CCCC4)ncnc32)O1 | -1.4
OC(c1ccccc1)(c1ccccc1)C1CCN(CCCOc2cccc(OC(F)(F)F)c2)CC1 | -0.7
COc1cccc(C(NC(C)=O)c2nc(-c3cccc(C(C)C)c3)cs2)c1 (stereo unspecified) | -2.0
COc1cc(C23CCCN(CCC(C(C)(C)C)C2)C32OCCO2)cc(OC)c1OC (stereo unspecified) | -0.6
C[C@@H]1CCCN1c1cccc2c1S(=O)(=O)N1CC[C@H](C1)O2 | -2.4
O=C(Nc1c(-c2ccccc2)nc2ncccn12)c1ccc(F)cc1 | -0.3
Cc1ccccc1C(NC(=O)C1CCN(Cc2ccc(Oc3ccccc3)cc2)CC1)c1ccsc1 (stereo unspecified) | -7.7
FC(F)(F)c1ccc(Cn2ccc3ccc(-c4ccc5ccn(Cc6ccccc6)c5c4)cc32)cc1 | ?
O=C(CSc1nc2ccccc2nc1N1CCOCC1)N1CCN(S(=O)(=O)c2cccc([N+](=O)[O-])c2)CC1 | 1.0
O=NN(C(=O)NC1CCC(C(=O)O)CC1)C1CCC(C(=O)O)CC1 (stereo unspecified) | -0.7
Cc1ccc(NC(=O)[C@H]2CC(=O)O[C@@H]2c2ccccc2)cc1C | -0.9
CC(C)(C)N1C(=O)c2ccccc2NC(=O)C1C(=O)NCCc1ccccc1F (stereo unspecified) | 0.3
COc1cccc(-c2cc3nc(NCc4cccnc4)n(C)c(=O)c3s2)c1 | -4.5
COCCN(C[C@@H]1[C@H](c2ccccc2)[C@H](CO)N1c1nc(C)c(C)s1)S(=O)(=O)c1ccccc1[N+](=O)[O-] | -3.8
CC(=O)Nc1ccc(NC(=O)c2ccccc2Br)cc1 | -4.1
COc1ccc(NS(=O)CCCc2ccccc2)cc1 (stereo unspecified) | 0.9
CCCCc1ccc(S(=O)(=O)NC(=O)C2(C)CCN2C(=O)C/C=C/c2ccccc2)cc1 (stereo unspecified) | -9.1

Fetched one by one from the list above (seven):
SMILES | PI4K2A inh
CC(C)(C)N1C(=O)c2ccccc2NC(=O)C1C(=O)NCCc1ccccc1F (stereo unspecified) | 0.3
O=NN(C(=O)NC1CCC(C(=O)O)CC1)C1CCC(C(=O)O)CC1 (stereo unspecified) | -0.7
O=C(Nc1c(-c2ccccc2)nc2ncccn12)c1ccc(F)cc1 | -0.3
CC(=O)Nc1ccc(NC(=O)c2ccccc2Br)cc1 | -4.1
Cc1ccccc1C(NC(=O)C1CCN(Cc2ccc(Oc3ccccc3)cc2)CC1)c1ccsc1 (stereo unspecified) | -7.7
COc1cccc(-c2cc3nc(NCc4cccnc4)n(C)c(=O)c3s2)c1 | -4.5
Cc1ccc(NC(=O)[C@H]2CC(=O)O[C@@H]2c2ccccc2)cc1C | -0.9

(list continues)
SMILES | PI4K2A inh
CCC(C)c1ccc(NC(=O)CSc2nnc(-c3cccc(C)c3)n2C)cc1 (stereo unspecified) | -0.3
CCc1nc2ccc(C(=O)NCCCN3CCCC3=O)cn2c1N(CC)C(C)=O | -0.4
COc1ccc2nc(C(c3ccc(C)cc3)n3c(-c4ccccc4Br)nc4ccccc43)[nH]c2c1 (stereo unspecified) | -4.1
COC(=O)[C@]12CCCCC=C1N(Cc1ccco1)C(=O)[C@H](CC(=O)NCCCN1CCCC1=O)C2 | 0.2
COc1cccc(Nc2nc(C(N)Cc3ccc(Cl)cc3)cs2)n1 (stereo unspecified) | 2.7
CCC[C@H]1[C@@H](OC(=O)N2CCCC2)CC[C@@]23CCCN2C(=O)CCC[C@@H]13 | -2.6
CCNC(=O)OCCN1C(=O)CCC12CCC(c1ccc(Cl)cc1)CC2 (stereo unspecified) | 0.4
COc1cccc([C@@H]2NC(=O)C/C=C/[C@H](C)[C@H](c3cccc(OC)c3)NC(=O)C/C=C/[C@@H]2C)c1 | -1.3
O=C(NCc1ccccc1)c1ccc(CO)cc1 | -3.6
COc1cc(C(O)c2nc(-c3cc(F)cc(F)c3)cs2)ccc1F (stereo unspecified) | -3.4
N#Cc1cccc(C2CC(OCCF)=CC(=O)O2)c1 (stereo unspecified) | -3.8
CC(C)(C)NC(=O)C(c1cccnc1)N(C(=O)c1cnco1)c1ccc(C(C)(C)C)cc1 (stereo unspecified) | 2.7

Gathered by group: the entries above with a CF3 group.
SMILES | PI4K2A inh
OC(c1ccccc1)(c1ccccc1)C1CCN(CCCOc2cccc(OC(F)(F)F)c2)CC1 | -0.7
FC(F)(F)c1ccc(Cn2ccc3ccc(-c4ccc5ccn(Cc6ccccc6)c5c4)cc32)cc1 | ?

Carrying on.
SMILES | PI4K2A inh
O=C(NNC(=O)c1csc(-c2ccccc2)n1)c1ccccc1 | 2.4
COc1cc(CN2C(=O)C(CCc3ccccc3)ON=C2c2cnccn2)cc(OC)c1 (stereo unspecified) | -7.5
OC(c1ccccc1)c1ncc(-c2ccccc2F)[nH]1 (stereo unspecified) | -5.6
NC(=O)c1cccc(-c2cnc3c(Nc4cccc(OC(F)(F)C(F)F)c4)nccn23)c1 | 0.4
O=C(Nc1cc(C(F)(F)F)cc(C(F)(F)F)c1)O[C@@H]1c2ccccc2[C@@H]2Cc3csc[n+]3[C@H]12 | -5.7
CN(C)c1ccc(-c2ccnc3c2CC(C)(C(=O)Nc2cccc(N(C)C)c2)O3)cc1 (stereo unspecified) | 5.1
COc1ccccc1C(C(=O)c1ccccc1)c1ccc2ccccc2c1 (stereo unspecified) | 2.6
CC(C)NC(=O)C1(C)CN(S(C)(=O)=O)CC(=O)N1C1CCCCCC1 (stereo unspecified) | 2.0
O=C(O)c1cc(O)c(O)c(O)c1 | 4.4
COc1ccc(C(C(=O)NC(C)(C)C)n2c(=O)c(-c3ccccc3)nc3ccccc32)cc1 (stereo unspecified) | 1.5
FC(F)(F)c1ccccc1Cc1c(-c2cccc(Br)c2)nc2ccc(Br)cn12 | -1.6
c1ccc(OCCNc2ccn3nc(-c4cccs4)cc3n2)cc1 | -3.1
CC(C)CNC(=O)OCc1cn(Cc2cccc(C(F)(F)F)c2)nn1 | 40.2
COc1ccc(Cl)cc1CC1(C)C(=O)Nc2c(Cl)cccc21 (stereo unspecified) | 3.4
CCCCCNC(=O)C1C(=O)Nc2ccccc2C(=O)N1c1ccc(OC)cc1 (stereo unspecified) | 1.1
COC(=O)[C@@]12C[C@@H](CC(=O)NCCc3ccccc3OC)C(=O)N(Cc3ccccc3)C1=CCC(C)(C)C2 | -1.0
O=C(NCC1CCCCC1)c1ccc2nc([C@H]3C[C@H](O)[C@@H](CO)O3)[nH]c2c1 | 3.9
COC(=O)[C@]12C[C@H](CC(=O)N3CCN(C(=O)c4ccco4)CC3)C(=O)N(Cc3ccco3)C1=C[C@H](C(C)(C)C)O[C@@H]2C | -2.7
CC1(c2ccccc2)CC(=O)N(c2ccc(NC(=O)c3ccccn3)cc2Cl)C1=O (stereo unspecified) | -4.6
O=C(c1c(F)cccc1F)N1CCC(Oc2cccnc2)CC1 | -2.4
COc1ccc(-c2ccc(C(=O)NCCN(C)C)c3occc23)c(C)c1 | -1.0
Cc1c(C(=O)NCc2ccc3c(c2)OCO3)sc(=O)n1Cc1cccc(F)c1 | 3.0
CN(CCc1ccccc1)C(=O)c1[nH]c(C(F)(F)F)nc1-c1ccccc1 | 2.7
CCOC(=O)[C@@H](NC(=O)/C=C/[C@H]1O[C@@H](n2cc(C)c(=O)[nH]c2=O)C[C@@H]1O)C(C)C | 0.2
Cc1cccc(-c2nnc(SCC(=O)Nc3ccc(OCc4ccccc4)cc3)n2Cc2ccco2)c1 | 0.6
CCN(C(=O)[C@@H](C)[C@@H](O)c1ccc2ccccc2c1)c1ccccc1 | 0.3
Cc1cccnc1C1=NOC(Cc2ccccc2)C(=O)N1C (stereo unspecified) | 11.5
CC(C)(Cc1c[nH]c2ccccc12)NCC(O)COc1ccccc1C#N (stereo unspecified) | -1.9
CCOC(=O)[C@]12CCCC=C1N(CCCOC)C(=O)[C@@H]2CC(=O)NCc1ccc(C)o1 | -2.5
CCOC(=O)[C@]12CCCC=C1N(Cc1ccc(OC)cc1)C(=O)[C@@H]2CC(=O)NCc1cccc2ccccc12 | 0.9
C[C@H]1COc2cc(Br)ccc2S(=O)(=O)N1Cc1cn(CCC2OCCCO2)nn1 | -2.8
CCCCN(C(C)=O)c1c(CC)nc2ccc(C(=O)NCCc3ccccn3)cn12 | -2.3
COC(=O)[C@]12C[C@H](CC(=O)NCCCN3CCCC3=O)C(=O)N(CCC3=CCCCC3)C1=C[C@H](C(C)C)O[C@@H]2C1CC1 | 5.4
CC(C)C[C@H]1CN([C@@H](Cc2ccc(O)cc2)CN2CCC[C@H]2CN2C(=O)C(=O)NC[C@@H]2Cc2ccccc2)C(=O)C(=O)N1CCc1ccccc1 | 5.4
CC1=C(C(=O)N(C)C)CC(CC(=O)NC2CCCCC2)C(=O)N1Cc1ccc(F)cc1 (stereo unspecified) | -3.2
CCCCN(C=O)c1c(CC)nc2c(OCc3cc(Cl)cc(Cl)c3)cccn12 | -4.5
OC(c1ccc(F)cc1)c1nc(-c2cc3ccccc3o2)cs1 (stereo unspecified) | 0.6
O=C(NCCCc1ccccc1)OC1CC2CC1[C@H]1CCCCN1[C@H]2Cc1ccccc1 (stereo partly specified) | 5.7
COC(=O)C[C@@H]1CC[C@@H]2[C@H](COc3ccc(NC(=O)c4cccc(F)c4)cc3C(=O)N2C)O1 | -2.3
CCOC1=C2CN(S(=O)(=O)c3ccc(C)cc3)[C@H](c3cccc(Cl)c3)C[C@@H]2N(S(=O)(=O)c2ccccc2[N+](=O)[O-])[C@H](c2ccccc2)C1 | -1.5
Cc1ccc(C(O)c2ncc(-c3ccc(C(F)(F)F)cc3)[nH]2)cc1F (stereo unspecified) | 4.0
CC(C)C1C(=O)N(Cc2cn(CCC3OCCO3)nn2)CCS(=O)(=O)N1Cc1ccc(-c2ccccc2C(F)(F)F)cc1 (stereo unspecified) | -1.5
CCOCCC(=O)Nc1ccc2c(c1)c(=O)n(C)n2Cc1cccc(C(F)(F)F)c1 | 0.9
CCOC(=O)[C@]12CCCC=C1N(CCc1ccc(OC)c(OC)c1)C(=O)[C@H](CC(=O)NCc1ccc(C)o1)C2 | -2.0
CC1(C(=O)NCc2ccccc2)CN(S(C)(=O)=O)CC(=O)N1C1CCN(Cc2ccccc2)CC1 (stereo unspecified) | -0.2
CN(CCO)c1cccc2c1S(=O)(=O)N(Cc1cn(Cc3ccccc3C(F)(F)F)nn1)Cc1ccccc1O2 | -3.5
Nc1[nH]c(C(=O)c2ccccc2)c(-c2ccc(Cl)cc2)c1C(=O)NCCc1c[nH]c2ccccc12 | -2.7
CC(=O)CC[C@H]1CC[C@]2(CCCN(S(=O)(=O)c3ccccc3)C2)O1 | 4.5

Part of the list above, with values ahead of the structure.
PI4K2A inh,mol
4.0,Cc1ccc(C(O)c2ncc(-c3ccc(C(F)(F)F)cc3)[nH]2)cc1F (stereo unspecified)
-1.5,CC(C)C1C(=O)N(Cc2cn(CCC3OCCO3)nn2)CCS(=O)(=O)N1Cc1ccc(-c2ccccc2C(F)(F)F)cc1 (stereo unspecified)
0.9,CCOCCC(=O)Nc1ccc2c(c1)c(=O)n(C)n2Cc1cccc(C(F)(F)F)c1
-2.0,CCOC(=O)[C@]12CCCC=C1N(CCc1ccc(OC)c(OC)c1)C(=O)[C@H](CC(=O)NCc1ccc(C)o1)C2

Following part.
SMILES | PI4K2A inh
COCCN1C(=O)CSCC1(C)C(=O)Nc1c(C)cccc1C (stereo unspecified) | -5.2
O=C(NC1CCCCN(Cc2cccc(Cl)c2)C1=O)c1ccccc1 (stereo unspecified) | 3.6
Fc1ccc(-c2nc3c(Cl)cc(C(F)(F)F)cn3c2Cc2cccc(F)c2)cc1 | -11.4
CC1(C(=O)NS(=O)(=O)c2ccccc2)CCN1C(=O)Cc1cccs1 (stereo unspecified) | -4.2
CCCC(=O)Nc1c(-c2ccccc2)[nH][nH]c1=O | -5.4
CC(C)C[C@@H]1CN(CCCC[C@H]2CNC(=O)C(=O)N2CCC2CCCCC2)C(=O)C(=O)N1CCc1ccc(O)cc1 | 0.8
COc1ccc(-c2cnc3c(NC(C)=O)cc(-c4ccc(C(=O)NC5CC5)cc4)cn23)cc1OC | -5.9
O=C(Cc1ccccc1F)N1CCC(n2nnc3ncccc32)CC1 | -3.5
CN1CCN(C2CN(Cc3cn(Cc4cccc(Cl)c4)nn3)S(=O)(=O)C2)CC1 (stereo unspecified) | -10.2
NC(c1csc(Nc2ccc(C(=O)NCCCO)cn2)n1)c1ccccc1Cl (stereo unspecified) | -5.7
COCCCn1cc(CN2CC(N3CCCC3)CS2(=O)=O)nn1 (stereo unspecified) | 0.9
CCn1c(=O)n(CC(=O)N2CCCN(Cc3ccccc3)CC2)c(=O)c2ccccc21 | 0.8
CC(=O)C1=CCC(c2ccccc2)N(S(=O)(=O)c2ccc(C)cc2)C1 (stereo unspecified) | 3.0
O=C(Nc1c(-c2ccccc2)[nH][nH]c1=O)c1ccc2ccccc2c1 | -9.0
COc1ccc(NC(=O)C2(C)CCN2C(=O)c2ccc(C(C)(C)C)cc2)cc1OC (stereo unspecified) | 6.9
CC(=O)Nc1cc(-c2cccnc2)cn2c(-c3ccc(F)cc3)cnc12 | -1.2
O=C(NCc1ccncc1)[C@@H]1CCCN1C(=O)[C@H]1CCCN1C(=O)c1cccc2ccccc12 | 0.1

Some of the compounds tested. The share of hits here may be higher or lower than overall.
